PKM2 act: activators of human pyruvate kinase M2 | AID 1631 | Potency, µM (titrated, usually from 57.5 µM), without a hit: top-dose activation, most hits filed as activators | hit rate 0.34% among 260,000 | purified PKM2, Kinase-Glo ATP luminescence, activation; response scale: 0% is enzyme alone, no compound | P14618; further: potency means the concentration at half of the fitted maximal effect; on the % scale 0 is the no-effect control and ±100 the full control effect; nearly all actives have a fitted effect of over 55% in size
Target sequence (P14618 whole entry, looked up): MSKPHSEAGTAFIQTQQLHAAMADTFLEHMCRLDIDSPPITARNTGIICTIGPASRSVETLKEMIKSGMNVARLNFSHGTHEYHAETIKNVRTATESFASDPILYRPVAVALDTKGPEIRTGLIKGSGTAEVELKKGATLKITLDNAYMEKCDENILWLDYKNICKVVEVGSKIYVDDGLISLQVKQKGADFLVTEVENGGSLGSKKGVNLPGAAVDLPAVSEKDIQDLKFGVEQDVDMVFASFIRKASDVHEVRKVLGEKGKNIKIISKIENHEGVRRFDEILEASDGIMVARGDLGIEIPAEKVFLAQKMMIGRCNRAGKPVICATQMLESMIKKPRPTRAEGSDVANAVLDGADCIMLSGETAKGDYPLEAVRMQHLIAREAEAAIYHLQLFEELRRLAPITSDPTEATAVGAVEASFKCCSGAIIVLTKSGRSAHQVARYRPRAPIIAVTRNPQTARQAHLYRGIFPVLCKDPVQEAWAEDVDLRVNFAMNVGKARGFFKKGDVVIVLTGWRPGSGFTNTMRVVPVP
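Purified hPK-M2 (>95%) run at intermediate activity with 0.1 mM ADP and 0.5 mM PEP in 50 mM imidazole pH 7.2, KCl, MgCl2; 1 h room temperature. ATP formed read by Kinase-Glo luminescence; normalized to uninhibited and no-enzyme controls.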
TRPV1 ag: human TRPV1 agonism; Q8NER1; activation, % at 8.33 µM; hit rate 0.19% among 320,000; TRPV1-expressing cells, Fluo-8 calcium influx, agonist mode; in the data active means activation above about 80%; inconclusive means between about 30% and that limit; further: 0% is about no effect
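TRPV1-expressing cells were cultured overnight at 35.5C and loaded with Fluo-8 calcium dye for 40 to 90 min at room temperature. After a 10 s baseline, compound was added and calcium influx was read kinetically for 3 min (ex 480/em 520 nm).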
Giardia killer: Giardia lamblia killing. activity change, % at 7.66 µM, hits read low. hit rate 0.15% among 340,000. AID 540267. Giardia lamblia trophozoite viability; in the data active means activity change below about -80%; inconclusive means between about -30% and that limit;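 further: parasites exposed to compound for two days anaerobically before the ATP read; on the % scale 0 is the no-effect control and ±100 the full control effect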
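Anaerobic 48 hrs incubation at 37 deg C of 100 trophozoites/well with test compounds; ATPLite 1-Step luminescence, 15-30 min RT, reports cellular ATP as viability.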
KCNH2 3.1 block: KCNH2 3.1 (human) potassium channel inhibition. U2OS KCNH2 3.1, thallium flux FluxOr; hits give low values. activity change, % (tested at about 1.8 µM). hit rate 0.95% among 340,000. AID 720553;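 active means maximum activity change below -70%; inconclusive means maximum activity change from -70% to -50%; inactive means maximum activity change above -50%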;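 further: thallium influx rate constant from kinetic fluorescence after stimulation buffer; on the % scale 0 is the no-effect control and ±100 the full control effect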
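Thallium flux read-out: FluxOr dye with Red40 quencher in HBSS/HEPES, 45 min at RT. Rate constants from kinetic reads were normalized to positive and negative DMSO controls. Cells: U2OS virally expressing the 3.1 isoform.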
Menin MLL FP TR: displaces Texas Red mutant MLL peptide from human menin. hit rate 0.23% among 270,000. Menin + Texas Red MLL mutant peptide, fluorescence polarization. O00255. Potency, µM (series often up to 61.6 µM), for the others: top-dose FP activity change, negative = inhibition, most hits filed as inhibitors; active means well fitted inhibition curve with a large enough effect in the polarisation, with a control signal flat, not every such curve was filed as active; inconclusive means small, poorly fitted or top-dose-only effect, or effect the other way, or a change in a side signal; inactive means no such curve, though single readings can be large or run the other way; the % refers to the polarisation; further: potency means the concentration at half of the fitted maximal effect; % of control where 0% means no effect; many of its hits are not listed in these tables
Target sequence (O00255 whole entry, looked up): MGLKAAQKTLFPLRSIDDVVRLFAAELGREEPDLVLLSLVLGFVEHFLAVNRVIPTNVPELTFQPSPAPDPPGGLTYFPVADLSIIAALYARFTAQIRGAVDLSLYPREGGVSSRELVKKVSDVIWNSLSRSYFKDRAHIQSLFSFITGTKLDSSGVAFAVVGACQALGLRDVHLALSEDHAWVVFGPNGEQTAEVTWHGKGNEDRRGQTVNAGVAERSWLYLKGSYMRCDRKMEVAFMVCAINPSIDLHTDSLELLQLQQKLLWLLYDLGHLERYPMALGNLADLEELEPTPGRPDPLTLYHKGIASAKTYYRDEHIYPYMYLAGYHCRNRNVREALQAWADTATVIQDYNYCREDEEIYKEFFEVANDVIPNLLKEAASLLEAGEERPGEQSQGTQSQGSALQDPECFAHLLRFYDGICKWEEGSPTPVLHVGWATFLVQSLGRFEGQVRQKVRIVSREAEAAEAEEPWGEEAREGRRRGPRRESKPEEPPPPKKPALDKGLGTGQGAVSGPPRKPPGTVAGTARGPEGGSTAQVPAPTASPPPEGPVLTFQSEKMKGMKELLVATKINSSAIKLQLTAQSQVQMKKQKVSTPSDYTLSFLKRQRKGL
Coupling enz: counter-screen for Giardia aldolase inhibitors: coupling enzyme system; coupling enzyme system counterscreen, AmpLite Red fluorescence; activity change, negative = inhibition, % at 58.2 µM, hits read low; hit rate 0.67% among 290,000; in the data active means activity change below about -30%; further: on the % scale 0 is the no-effect control and ±100 the full control effect
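Counterscreen of the coupled detection system alone, without aldolase: glyceraldehyde-3-phosphate coupling enzymes plus AmpLite Red readout. Compounds at 57.5 uM final, 10 min RT preincubation, 20 min RT reaction, fluorescence 525/598 nm.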
GALK inhibitor: galactokinase (human) inhibition; P51570; Purified GALK, Kinase-Glo residual ATP luminescence; Potency, µM (series often up to 57.5 µM), for the others: top-dose activity change, negative = inhibition, most hits filed as inhibitors; hit rate 0.007% among 270,000; further: potency means the concentration at half of the fitted maximal effect; on the % scale 0 is the no-effect control and ±100 the full control effect
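Quantitative HTS: GALK 5 nM, ATP 35 uM, galactose 100 uM, 1 h room temperature, then luciferase-based ATP detection.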
hERG WT inh: blocks the wildtype human KCNH2 potassium channel | activity change, % at 1.84 µM | hit rate 0.37% among 340,000 | U2OS, BacMam KCNH2, thallium flux FluxOr; hits give low values;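 active means maximum activity change below -70%; inconclusive means maximum activity change between -70% and -50%; inactive means maximum activity change above -50%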; further: on the % scale 0 is the no-effect control and ±100 the full control effect
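U2OS cells transduced with wild-type KCNH2 virus are loaded with FluxOr dye for 45 min, and thallium flux is measured in kinetic reads before and after stimulation buffer. Rate constants are normalized to DMSO controls.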
B2AR arrestin: agonists driving beta-arrestin recruitment to human beta2-adrenergic receptor; P07550; beta-arrestin recruitment to beta2AR, cell-based reporter; Potency, µM (doses to about 46.1 µM), without a hit: at the highest dose activation, most hits filed as activators; hit rate 0.02% among 330,000; AID 492947;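 further: potency means the concentration at half of the fitted maximal effect; 0% = DMSO controls and full agonism = EC100 isoproterenol or metaproterenol; nearly all actives have a fitted effect of over 65% in size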
USP2a block: USP2a (human) protease inhibition. O75604. USP2 core, Ub-CHOP2 coupled fluorogenic reporter, 485/531. Potency, µM (series often up to 38.3 µM), for the others: at the highest dose activity change, negative = inhibition, usual class: inhibitors. hit rate 0.01% among 330,000;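 further: potency means the concentration at half of the fitted maximal effect; plate controls were DMSO wells for no effect and full inhibition by NEM control for full effect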
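Cell-free coupled assay: 10nM USP2 core preincubated 30min RT with compound in Tris-HCl pH 8.0/CaCl2/CHAPS buffer, then 25nM Ub-CHOP2 and 25nM reporter substrate; fluorescence (Ex 485/Em 531) read after 60min RT, normalized to NEM inhibition, concentration-response curves fitted.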
MLL CXXC-DNA inh: MLL CXXC-DNA interaction inhibition; Q03164; MLL-CXXC / FITC-HOXA9 DNA fluorescence polarization; Potency, µM (highest dose often 115 µM), for inactives: at the highest dose activity change, negative = inhibition, hits mostly inhibitors; hit rate 0.037% among 290,000; active means well fitted inhibition curve with a large enough effect in the polarisation, with a control signal flat, not every such curve was filed as active; inconclusive means small, poorly fitted or top-dose-only effect, or effect the other way, or a change in a side signal; inactive means no such curve, though single readings can be large or run the other way; the % refers to the polarisation; further: potency means the concentration at half of the fitted maximal effect
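Fluorescence polarization: 7 uM MLL-CXXC (stock) preincubated 5 min with compounds, then 50 nM fluorescein-HOX-A9 DNA (stock) added; 30 min ambient. Buffer 50 mM Tris-HCl pH 7.5, 50 mM NaCl, 1 mM DTT, 0.05% BSA.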
* = called active by the depositor; u = inconclusive; x = no result given; [ ] = another dose, or the depositor's remark. Unless noted, the call rests on the fitted dose curve; in most records, active means well fitted curve in the direction sought with a large enough effect; inconclusive means small, poorly fitted or top-dose-only effect, or another doubt; inactive means no such curve, though single readings can be large; an effect the other way counts as inactive or inconclusive. Not all compounds are listed; the hit share may differ from the screen's.

SMILES | PKM2 act | TRPV1 ag | Giardia killer | KCNH2 3.1 block | Menin MLL FP TR | Coupling enz | GALK inhibitor | hERG WT inh | B2AR arrestin | USP2a block | MLL CXXC-DNA inh
C/C=C/Cn1c(SCc2ccc(C)cc2)nc2c1c(=O)[nH]c(=O)n2C | -1% | 5 | 10 | -11 | -18% | 0 | 0% | 4 | -0.2% | 1% | -5%
CN(Cc1ccccn1)C(=O)C1CCC(=O)N(CCc2ccc(Cl)cc2)C1 (stereo unspecified) | x | 1 | -3 | -44 | x | x | -1% | 13 | 0.3% | 3% | 31%
CN(C)C1(CNC(=O)C2CCC(=O)N(CCc3ccc(Cl)cc3)C2)CCCCC1 (stereo unspecified) | -1% | -2 | 1 | -5 | x | x | 3% | 3 | -0.5% | 2% | 8%
CCOC(=O)c1c(NC(=O)c2cc(CC(C)C)on2)sc(C(C)=O)c1C | 3% | -3 | -18 | -1 | -11% | 1 | 0% | 5 | -0.6% | 6% | 4%
O=c1ccc(Cl)cn1Cc1ccccc1F | 7% | -3 | 6 | 14 | 17% | 1 | 0% | -17 | 0.2% | 2% | 3%
Cc1ccc(C(=O)NC2CCN(S(=O)(=O)c3ccccc3)CC2)cc1 | 0% | 22 | -6 | -1 | 16% | 0 | -1% | 6 | -0.1% | 1% | 2%
O=C(CSc1ncnc2c1cnn2-c1ccccc1)NCC1CCCO1 (stereo unspecified) | x | 2 | 2 | -6 | x | x | x | 2 | -0.3% | 1% | x
CCc1ccc(NC(=S)N2CCN(C)CC2)cc1 | 1% | 4 | -10 | 8 | 0% | 3 | 1% | -8 | 0.4% | 0% | -3%
Cc1ccc(-n2ncc(C(=O)Nc3cc(Cl)ccc3C)c2C2CCNCC2)cc1C | 1% | 5 | 29 | -1 | 2% | 2 | -1% | 24 | 0.1% | 1% | -9%
COc1cccc(-c2cc(C(=O)N3CCN(S(=O)(=O)c4ccc(Br)cc4)CC3)[nH]n2)c1 | x | 6 | 5 | 3 | x | x | -1% | -1 | -0.2% | -1% | 2%
CCCSc1nnc2n(C)c(=O)c3c4c(sc3n12)CCC4 | 1% | 10 | 18 | -3 | -4% | 5 | 12% | -1 | -0.2% | 1% | 18%
COc1cc(/C(C#N)=C/c2cccc3ccccc23)c([N+](=O)[O-])cc1OC | -6% | 2 | 4 | -8 | 11% | 0 | x | -2 | -3.8% | -1% | 1%
Cc1ccsc1/C=N/NC(=O)CNC(=O)c1c(F)cccc1Cl | x | -5 | -18 | 4 | -18% | 1 | 3% | -3 | 0.6% | 4% | 8%
O=C1CCCN1C(=O)CSc1ncnc2sccc12 | x | 6 | -24 | 17 | x | x | x | -2 | -0.3% | 0% | x
O=c1c(Cc2ccc(Cl)cc2Cl)c(O)ccn1CCCN1CCOCC1 | 2% | -2 | 11 | -34 | 0% | 0 | -1% | 1 | -0.2% | 1% | 16%
CCn1c(CNC(=O)COc2ccc(C(C)C)cc2)nnc1SCC(=O)Nc1ccccc1F | -9% | 1 | 36[activator] | -14 | x | -1 | 0% | 13 | -0.9% | 1% | 13%
S=C(NCCc1ccccn1)Nc1ccc(Cl)c(Cl)c1 | -1% | -5 | 13 | -13 | -3% | 0 | -1% | 1 | -0.5% | -2% | u
O=C(O)c1ccc(N2CC3CC(C2)c2cccc(=O)n2C3)c(NC(=S)Nc2ccc(Cl)cc2Cl)c1 (stereo unspecified) | -12% | -5 | -12 | -1 | -9% | -1 | 3% | -2 | -0.2% | -1% | 3%
Cc1cc(C)c(C)c(S(=O)(=O)Nc2ccc(O)cc2)c1C | 1% | 2 | 10 | -4 | 0% | -1 | -4% | -1 | -0.5% | 3% | 3%
O=C(COC(=O)c1cc(=O)[nH]c2ccccc12)c1cccs1 | 0% | 0 | 6 | -5 | 20% | 0 | 11% | 7 | 0.3% | -9% | 15%
NC(=O)[C@@H]1CCCN1C(=O)c1ccc2oc(CCc3ccccc3)nc2c1 | 0% | -1 | -7 | -1 | x | x | 2% | 6 | 0.1% | 0% | -1%
COC(=O)c1cc(OC)c(OC)cc1NC(=O)c1ccccc1 | -1% | 3 | -20 | 4 | -6% | 4 | 1% | 2 | -0.3% | 2% | 7%
COc1ccc(NC(=O)c2coc(C)c2)cc1 | x | u | 3 | -13 | -2% | -2 | 6% | -9 | -1.6% | 0% | 27%
Cc1ccc(C(=O)N/C(=C\c2cccs2)C(=O)NCc2ccncc2)cc1 | -9% | 3 | 0 | -9 | 22% | 0 | 0% | 12 | 0.1% | 0% | 1%
OCCN1CCN(c2ncnc3scc(-c4ccc(F)cc4)c23)CC1 | 0% | 0 | -16 | -2 | -1% | -1 | -8% | -4 | -0.2% | 3% | 7%
O=C(c1ccccc1)N1CCN(C(=S)NCCc2ccccc2)CC1 | 2% | -2 | 6 | 4 | 22% | 0 | 0% | 27 | 0.4% | 3% | 11%
CCOC(=O)c1ccccc1NC(=O)/C(C)=C/C(=O)O | -3% | -1 | 15 | 1 | 9% | 4 | 2% | 6 | -0.7% | 2% | -2%
CCOC(=O)c1c(OCC)[nH]c2c1cc(O)c1ccccc12 | 1% | -2 | 6 | -3 | u | -49* | 1% | -8 | 0.2% | 2% | 4%
C#CCOCCOCCOCCNc1nc(N2CCOCC2)nc(N2CCN(C(=O)[C@H](CCC(=O)O)n3cc([C@@H](N)CCCCN)nn3)CC2)n1 | x | x | -1 | -1 | x | x | x | -5 | 0.0% | -2% | x
Cc1ccc(-c2nc(S(=O)(=O)c3ccccc3)c(SCC(=O)NCC3CCCO3)o2)cc1 (stereo unspecified) | 9% | -6 | 21 | 8 | -17% | 0 | -5% | 13 | -0.2% | -2% | 2%
COc1ccccc1NC(=O)NNC(=O)c1cc2ccccc2cc1O | -2% | 6 | -21 | -1 | u | 2 | -1% | -7 | -0.8% | -1% | -2%
COc1ccc(Cc2nnc(NC(=O)c3cccc([N+](=O)[O-])c3)s2)cc1 | -18% | 3 | 2 | 20 | 1% | -2 | -1% | 24 | 0.0% | -2% | 1%
c1ccc(CN2CCN(C(c3ccccc3)c3ccccc3)CC2)cc1 | 2% | 3 | 6 | -18 | 2% | -3 | -6% | 7 | -0.7% | -1% | 6%
CN(Cc1ccco1)S(=O)(=O)c1csc(C(N)=O)c1 | x | 0 | 2 | 0 | -2% | 2 | 8% | -34 | 0.0% | 0% | u
CCOc1nc(-c2ccc(OC)cc2)ccc1-c1noc(-c2cc(OC)c(OC)c(OC)c2)n1 | 3% | -1 | 14 | 7 | -23% | 1 | 1% | 6 | -0.1% | 16% | 31%[activator]
Cc1cccc(NC(=O)Cn2cnc3ccccc3c2=O)c1C | -3% | 2 | 7 | 2 | 11% | 4 | 2% | -14 | x | x | -4%
CCN(c1ccc(OC)cc1)S(=O)(=O)c1nnc(NC(=O)c2ccco2)s1 | x | 0 | -23 | -2 | u | 3 | -1% | -5 | -0.3% | 2% | 3%
COc1ccc(Nc2nc(Cl)nc(NCCO)n2)cc1 | 3% | 1 | -3 | 19 | -1% | 1 | 1% | -5 | -0.1% | 2% | -10%
OCCn1c(CSc2nnc(-c3ccco3)n2-c2ccccc2)nc2ccc(Cl)cc21 | u | -2 | 1 | 1 | u | 5 | -3% | 3 | -0.2% | -4% | -10%
Cc1cc(S(=O)(=O)NCCN(C)C)c(C)s1 | -5% | -1 | -11 | -17 | -14% | 3 | -4% | 4 | -0.1% | 1% | -2%
CCn1nc(C)c(CN2CCC(n3nccc3NC(=O)c3ccc4c(c3)OCO4)CC2)c1C | -1% | 0 | 6 | -9 | -6% | -1 | -1% | -6 | -0.8% | 0% | 6%
Cc1ccc(S(=O)(=O)Nc2ccccc2CNC2CCCCC2)cc1 | u | 21 | -9 | 7 | -2% | 1 | 0% | 0 | 0.1% | -5% | -17%
Cc1ccc(-c2c[nH]c(=S)n2-c2ccccc2F)cc1 | 3% | 0 | 12 | 0 | -13% | -2 | -1% | 0 | 0.1% | 3% | 6%
O=C(C[n+]1ccc2ccccc2c1)Nc1cc(C(F)(F)F)ccc1Cl | 9% | 2 | 29 | -82* | -5% | -1 | 0% | -47 | -1.4% | -2% | 52%[activator]
CCSc1nsc(NC(=O)Nc2ccccc2OC)n1 | 0% | u | -2 | 10 | u | 0 | 1% | 3 | 0.0% | 1% | 8%
CC(OC(=O)Cc1n[nH]c(=O)c2ccccc12)C(=O)Nc1ccccc1[N+](=O)[O-] (stereo unspecified) | -2% | 1 | 10 | 2 | x | x | 2% | -2 | -0.5% | -1% | 26%
Cc1nc2cc(NC(=O)Nc3cccc4ccccc34)ccc2n1C | -5% | 0 | -6 | -2 | 10% | 1 | 3% | 4 | -0.1% | 0% | 2%
CC(C)CNC(=O)COC(=O)CCC(=O)c1ccc(Cl)cc1 | 7% | 9 | 10 | 5 | 1% | 3 | -1% | 3 | -0.6% | 3% | 15%
